CSM14.1 death rescue = rescue of cells from ER stress-induced death, primary screen, 384-well, CSM14.1, thapsigargin, ATP luminescence (AID 1222). CSM14.1 thapsigargin-induced death rescue, ATP luminescence; higher % means a stronger effect. one-dose cellular ATP content (survival), % at 20 µM; EC50 in µM for titrated hits. 190,000 tested, under 10 active;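 active = EC50 below 50 µM in the dose-response confirmation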;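 note: death triggered by thapsigargin at about 15 µM added after 2 h compound pretreatment; cell ATP read after overnight thapsigargin exposure of roughly 18 to 22 hours; normalized against plate controls of thapsigargin alone and 5% DMSO vehicle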
Insulin prom up = MIN6 insulin promoter up-regulation; 0.3% of 190,000 active; AID 1625; MIN6 insulin promoter-GFP reporter, high-content imaging; hits give high values; z-score at 5 µM;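 active = z-score above 3 at 5 µM with at least 500 cells counted in the well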
Lipid droplet = hepatic lipid droplet formation modulation | AML12 mouse hepatocytes, oleate lipid droplets, BODIPY imaging | inhibition, % at 6.5 µM | 0.4% of 240,000 active;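 active = lipid droplet intensity inhibited by at least 50%, with more than 500 cells counted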
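Technique: fluorescence imaging, 20x objective, two fields per well / Assay system: AML12 hepatocytes (mouse) / Measure: % inhibition of lipid droplet signal / Doses: 6.5 µM single-point dosing / Incubation: overnight exposure / Reagent: 100 µM oleic acid challenge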
Dynein transport = blocks dynein driven cargo transport along microtubules. 3617.4 mouse cells, GR-EGFP nuclear translocation imaging; test concentration mostly 20 µM; stimulated with dexamethasone, 1 µM; hits give low values. z-score, hits read low. 0.47% of 220,000 active;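 active = plate z-score of nuclear minus cytoplasmic receptor signal below a set negative limit, without overly bright fluorescence or cell loss, cut at about -3.5 in these data, passing the limit was not always enough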;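 note: z-score of nuclear minus cytoplasmic ring GR-EGFP intensity difference per well; some compounds called inactive have numbers as strong as hits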
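Also added – dexamethasone, 1.0 µM final · Buffer or medium – tet-free, stripped-serum medium · Schedule – induction 48 h, compound 1 h, agonist 30 min · Detection – formaldehyde fixation, Hoechst nuclear stain, 10x automated fluorescence imaging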
MT stabilizer = microtubule stabilizers in HeLa cells; HeLa tubulin immunostaining HCS, 24 h; share of cells brighter than vehicle mean+2SD; % tubulin-high responders, % at 10 µM; 0.83% of 200,000 active; AID 2205;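 active = plate Z-score above 3 for both tubulin-high and condensed-nucleus cell shares, with cell loss under 80%, at 10 µM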;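 note: anti alpha tubulin signal scored within the nucleus-defined area of each cell; some results filed as inactive read as strong as hits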
M17LAP inhibition = P. falciparum M17LAP inhibitors, primary screen, biochemical, fluorogenic H-Leu-NHMec substrate, 1536-well (AID 1619); 0.38% of 220,000 active; recombinant M17LAP, H-Leu-NHMec fluorogenic kinetic assay; higher % means a stronger effect; one-dose inhibition, % at 30 µM; IC50 in µM for titrated hits;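 active = compound inhibiting the enzyme by more than half at any dose during confirmatory dose-response retesting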;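 note: plate controls were full reaction with DMSO carrier for no effect and no enzyme background for full effect; strong numbers were not always called active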
P. falciparum M1AAP = P. falciparum M1AAP inhibitors, biochemical, fluorogenic H-Leu-NHMec substrate, 1536-well (AID 1445); recombinant M1AAP, H-Leu-NHMec fluorogenic kinetic assay; higher % means a stronger effect; one-dose inhibition, % at 30 µM; IC50 in µM for titrated hits; 0.42% of 220,000 active;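 active = primary inhibition above the hit cutoff, then over 50% inhibition at one or more dose response concentrations, cut at about 23% in these data, passing the limit was not always enough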;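 note: plate controls were DMSO full reaction for no effect and no enzyme background for full effect; strong numbers were not always called active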
Yfh1-off respiration = mitochondrial function rescue without frataxin homolog – Friedreich's ataxia, plus single-dose screen, dose response (AID 1465). S. cerevisiae Yfh1-off respiration, WST-1 reduction, 72 h; higher fold induction means a stronger effect. one-dose fold induction at 50 µM; EC50 in µM for titrated hits. 0.074% of 220,000 active;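 active = fold induction of absorbance versus untreated yeast above a set limit, then at least 30% activation at any dose in follow-up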;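 note: activators that raise dye reduction in frataxin-depleted yeast; strong numbers were not always called active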
Autophagy mod = autophagy modulation, high-content screen. 0.98% of 190,000 active. MEF GFP-LC3 puncta imaging; test concentration mostly 10 µM. calls only at 10 µM (by protocol);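 active = percentage of spot-positive cells more than 3 SD above its plate mean, without a fluorescence outlier flag or 80% toxicity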;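 note: spot-positive cell cutoff set from DMSO-treated cells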
Dynein transport cytoplasmic EGFP = also measured in Dynein transport; calls as there; z-score; measured here: cytoplasmic GR-EGFP intensity; hits give high values
Dynein transport nuclear GR-EGFP = second read-out of Dynein transport, no call of its own (marks repeat the call); z-score; measured here: nuclear GR-EGFP intensity;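 lower value marks the stronger effect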
Dynein transport cell count = second read-out of Dynein transport, no call of its own (marks repeat the call); z-score; measured here: cell count per field
Insulin prom up cell count = second read-out of Insulin prom up, no call of its own (marks repeat the call); cell count; measured here: cytotoxicity, nuclei count;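 total cells summed across four imaged fields per well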
Lipid droplet cells 6.5 µM = also measured in Lipid droplet; calls as there; cell count; measured here: cell count, cytotoxicity flag;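 cells counted across two imaged fields per well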
MT stabilizer Hoechst-high % = recorded beside MT stabilizer, whose call it bears; % Hoechst-high responders; measured here: nuclear condensation Hoechst responders;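 share of cells brighter than vehicle mean plus two SD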
MT stabilizer cytotoxicity % = further read-out of MT stabilizer, marked with its call; toxicity, %; measured here: cytotoxicity by cell density;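 0% = mean cell density of plate MIN control wells and 100% = no cells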
Autophagy mod cell loss 18 h = further read-out of Autophagy mod, marked with its call; toxicity, %; measured here: cell loss, nuclei count;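 cell loss after 18 h compound exposure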
Active calls of the source: *.

`O=C(Nc1cccc(C(=O)O)c1)/C(=C\c1ccc2c(c1)OCO2)NC(=O)c1ccc(Br)o1` gave CSM14.1 death rescue 1.4%, Insulin prom up -0.18, Lipid droplet -12, Dynein transport 0.57, MT stabilizer 2.2, M17LAP inhibition 65µM*, P. falciparum M1AAP 6%, Yfh1-off respiration inactive, Autophagy mod inactive, Dynein transport cytoplasmic EGFP -0.1, Dynein transport nuclear GR-EGFP 0.44, Dynein transport cell count -1.4, Insulin prom up cell count 1022, Lipid droplet cells 6.5 µM 684, MT stabilizer Hoechst-high % 1.4, MT stabilizer cytotoxicity % 3.1 and Autophagy mod cell loss 18 h -8.
N/C(=N\S(=O)(=O)c1ccc(Cl)cc1)N1CCOCC1 was read as Insulin prom up 0.23, Lipid droplet 3, Dynein transport 0.48, M17LAP inhibition -1%, P. falciparum M1AAP 9%, Yfh1-off respiration inactive, Dynein transport cytoplasmic EGFP -0.24, Dynein transport nuclear GR-EGFP 0.018, Dynein transport cell count -0.44, Insulin prom up cell count 1385 and Lipid droplet cells 6.5 µM 765.
`COc1ccc(-c2nc3c4ccccc4ccn3c2C=O)cc1` gave CSM14.1 death rescue 2.6%, Insulin prom up -0.14, Lipid droplet -4, Dynein transport 0.33, MT stabilizer 2.5, M17LAP inhibition 2%, P. falciparum M1AAP -1%, Yfh1-off respiration inactive, Autophagy mod inactive, Dynein transport cytoplasmic EGFP -0.12, Dynein transport nuclear GR-EGFP 0.09, Dynein transport cell count -1.2, Insulin prom up cell count 1064, Lipid droplet cells 6.5 µM 712, MT stabilizer Hoechst-high % 2.1, MT stabilizer cytotoxicity % 0.6 and Autophagy mod cell loss 18 h 8.
CCOc1ccc(CN2CCN(Cc3[nH]c4ccc(OC)cc4c3C)CC2CCO)cc1 (centres undefined) was read as CSM14.1 death rescue -2.3%, Insulin prom up 0.05, Lipid droplet 2, Dynein transport -0.53, MT stabilizer 1.3, M17LAP inhibition 11%, P. falciparum M1AAP -1%, Yfh1-off respiration inactive, Autophagy mod inactive, Dynein transport cytoplasmic EGFP -0.2, Dynein transport nuclear GR-EGFP -0.35, Dynein transport cell count -0.34, Insulin prom up cell count 1117, Lipid droplet cells 6.5 µM 699, MT stabilizer Hoechst-high % 1.3, MT stabilizer cytotoxicity % 8.7 and Autophagy mod cell loss 18 h -11.
COc1c(C)cc(C(=O)C2CCCN(C(=O)c3ccc4[nH]ccc4c3)C2)cc1C (centres undefined) was read as CSM14.1 death rescue 3.9%, Insulin prom up -1, Lipid droplet -14, Dynein transport -0.93, MT stabilizer 3.5, Yfh1-off respiration inactive, Autophagy mod inactive, Dynein transport cytoplasmic EGFP -0.31, Dynein transport nuclear GR-EGFP -0.28, Dynein transport cell count 1.3, Insulin prom up cell count 1320, Lipid droplet cells 6.5 µM 700, MT stabilizer Hoechst-high % 1.5, MT stabilizer cytotoxicity % 5.5 and Autophagy mod cell loss 18 h -14.
C/C(=N\Nc1ccccc1[N+](=O)[O-])c1ccc(N2CCOCC2)cc1 was read as CSM14.1 death rescue -1.0%, Insulin prom up 0.98, Lipid droplet 27, Dynein transport -0.087, MT stabilizer 3.6, M17LAP inhibition 4%, P. falciparum M1AAP 2%, Yfh1-off respiration inactive, Autophagy mod inactive, Dynein transport cytoplasmic EGFP -0.39, Dynein transport nuclear GR-EGFP 0.23, Dynein transport cell count 1.3, Insulin prom up cell count 1170, Lipid droplet cells 6.5 µM 680, MT stabilizer Hoechst-high % 2.7, MT stabilizer cytotoxicity % 12 and Autophagy mod cell loss 18 h 5.
Screening Nc1nccc(/C=C/c2c(F)cccc2Cl)n1 returned CSM14.1 death rescue 1.3%, Insulin prom up 0.8, Lipid droplet 10, Dynein transport -0.62, MT stabilizer 9.8, M17LAP inhibition -8%, P. falciparum M1AAP 4%, Yfh1-off respiration inactive, Autophagy mod inactive, Dynein transport cytoplasmic EGFP 0.025, Dynein transport nuclear GR-EGFP -0.29, Dynein transport cell count 1.3, Insulin prom up cell count 1445, Lipid droplet cells 6.5 µM 712, MT stabilizer Hoechst-high % 2.9, MT stabilizer cytotoxicity % 7.4 and Autophagy mod cell loss 18 h 9.
`CCCCC(NS(=O)(=O)c1ccc(C)cc1)C(=O)Oc1ccc2c3c(c(=O)oc2c1)CCC3` (centres undefined) gave CSM14.1 death rescue -0.4%, Insulin prom up 0.02, Lipid droplet -29, Dynein transport -0.42, MT stabilizer 2.8, M17LAP inhibition -20%, P. falciparum M1AAP 7%, Yfh1-off respiration inactive, Autophagy mod inactive, Dynein transport cytoplasmic EGFP -0.06, Dynein transport nuclear GR-EGFP -0.43, Dynein transport cell count -0.28, Insulin prom up cell count 1473, Lipid droplet cells 6.5 µM 668, MT stabilizer Hoechst-high % 3.2, MT stabilizer cytotoxicity % 8.2 and Autophagy mod cell loss 18 h 5.
Screening CN(C)c1ccc(C(C#N)c2ccc(Cl)cc2)nn1 (centres undefined) returned CSM14.1 death rescue -0.2%, Insulin prom up -0.27, Dynein transport -1.5, MT stabilizer 2.5, M17LAP inhibition 27%, P. falciparum M1AAP 2%, Yfh1-off respiration inactive, Autophagy mod inactive, Dynein transport cytoplasmic EGFP -0.23, Dynein transport nuclear GR-EGFP -0.69, Dynein transport cell count 1.4, Insulin prom up cell count 1307, MT stabilizer Hoechst-high % 2.5, MT stabilizer cytotoxicity % 4.0 and Autophagy mod cell loss 18 h -2.
O=C(O)c1ccccc1C(=O)Nc1ccc(Oc2ccccc2)cc1 was read as Insulin prom up 0.12, Lipid droplet 7, Dynein transport 1, M17LAP inhibition 3%, P. falciparum M1AAP 2%, Yfh1-off respiration inactive, Dynein transport cytoplasmic EGFP -0.28, Dynein transport nuclear GR-EGFP 0.24, Dynein transport cell count -0.32, Insulin prom up cell count 1453 and Lipid droplet cells 6.5 µM 689.
`O=C(CCN1CCN(c2ccccc2)CC1)Nc1ccc2c(c1)OCO2` gave CSM14.1 death rescue -1.3%, Insulin prom up 0.04, Lipid droplet 15, Dynein transport -0.89, MT stabilizer 3.6, M17LAP inhibition -6%, P. falciparum M1AAP 5%, Yfh1-off respiration inactive, Autophagy mod inactive, Dynein transport cytoplasmic EGFP -0.17, Dynein transport nuclear GR-EGFP -0.29, Dynein transport cell count 0.23, Insulin prom up cell count 1233, Lipid droplet cells 6.5 µM 757, MT stabilizer Hoechst-high % 2.3, MT stabilizer cytotoxicity % 14 and Autophagy mod cell loss 18 h -8.
For COc1ccc(/C=C/C(=O)N(CC(C)C)CC(C)C)cc1Br the results were CSM14.1 death rescue -1.2%, Insulin prom up -0.56, Lipid droplet 0, Dynein transport 0.3, MT stabilizer 2.3, M17LAP inhibition 2%, P. falciparum M1AAP 7%, Yfh1-off respiration inactive, Autophagy mod inactive, Dynein transport cytoplasmic EGFP -0.11, Dynein transport nuclear GR-EGFP -0.15, Dynein transport cell count 0.18, Insulin prom up cell count 1874, Lipid droplet cells 6.5 µM 676, MT stabilizer Hoechst-high % 1.7, MT stabilizer cytotoxicity % 11 and Autophagy mod cell loss 18 h 16.
For CC1=C(C(=O)N2CCOCC2)C(c2cccc3ccccc23)NC(=S)N1 (centres undefined) the results were CSM14.1 death rescue 0.8%, Insulin prom up 2.2, Lipid droplet -14, Dynein transport -0.52, MT stabilizer 1.7, M17LAP inhibition -7%, P. falciparum M1AAP 11%, Yfh1-off respiration inactive, Autophagy mod inactive, Dynein transport cytoplasmic EGFP -0.21, Dynein transport nuclear GR-EGFP -0.4, Dynein transport cell count 0.58, Insulin prom up cell count 1542, Lipid droplet cells 6.5 µM 628, MT stabilizer Hoechst-high % 2.5, MT stabilizer cytotoxicity % 2.5 and Autophagy mod cell loss 18 h 6.
`O=C1/C(=C/c2cccc(F)c2)CSc2sccc21` gave CSM14.1 death rescue -0.4%, Insulin prom up 0.07, Dynein transport -0.29, MT stabilizer 4.2, M17LAP inhibition 6%, P. falciparum M1AAP 2%, Yfh1-off respiration inactive, Autophagy mod inactive, Dynein transport cytoplasmic EGFP -0.31, Dynein transport nuclear GR-EGFP 0.053, Dynein transport cell count 0.13, Insulin prom up cell count 1298, MT stabilizer Hoechst-high % 2.3, MT stabilizer cytotoxicity % 0.8 and Autophagy mod cell loss 18 h -18.
`Cc1ccc(NC(=O)CSc2nnc(Cc3ccccc3)o2)c(C)c1` gave Insulin prom up 0.84, Lipid droplet 4, Dynein transport 1.9, MT stabilizer 4.0, M17LAP inhibition 18%, P. falciparum M1AAP -6%, Yfh1-off respiration inactive, Autophagy mod inactive, Dynein transport cytoplasmic EGFP -0.33, Dynein transport nuclear GR-EGFP 1, Dynein transport cell count -0.11, Insulin prom up cell count 1331, Lipid droplet cells 6.5 µM 702, MT stabilizer Hoechst-high % 1.8, MT stabilizer cytotoxicity % 4.9 and Autophagy mod cell loss 18 h 21.

2 neighbouring records out of the list so far, quoted:
`O=C(Nc1cccc(C(=O)O)c1)/C(=C\c1ccc2c(c1)OCO2)NC(=O)c1ccc(Br)o1` gave CSM14.1 death rescue 1.4%, Insulin prom up -0.18, Lipid droplet -12, Dynein transport 0.57, MT stabilizer 2.2, M17LAP inhibition 65µM*, P. falciparum M1AAP 6%, Yfh1-off respiration inactive, Autophagy mod inactive, Dynein transport cytoplasmic EGFP -0.1, Dynein transport nuclear GR-EGFP 0.44, Dynein transport cell count -1.4, Insulin prom up cell count 1022, Lipid droplet cells 6.5 µM 684, MT stabilizer Hoechst-high % 1.4, MT stabilizer cytotoxicity % 3.1 and Autophagy mod cell loss 18 h -8.
N/C(=N\S(=O)(=O)c1ccc(Cl)cc1)N1CCOCC1 was read as Insulin prom up 0.23, Lipid droplet 3, Dynein transport 0.48, M17LAP inhibition -1%, P. falciparum M1AAP 9%, Yfh1-off respiration inactive, Dynein transport cytoplasmic EGFP -0.24, Dynein transport nuclear GR-EGFP 0.018, Dynein transport cell count -0.44, Insulin prom up cell count 1385 and Lipid droplet cells 6.5 µM 765.

Screening data as filed in PubChem BioAssay.
